Mcl1-Bid inh – disrupts binding of human Mcl-1 to Bid peptide | Q07820 | TR-FRET Mcl-1/Bid-Dy647 peptide binding, 1536-well | inhibition, % at 21.7 µM | 0.97% of 220,000 active | AID 1021;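 active means compounds that cut the binding signal by more than half at the single screening dose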;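 further: His-tagged Mcl-1 with europium anti-His antibody binding Bid BH3 peptide; 0% = Mcl-1 plus peptide wells and 100% = peptide-only wells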
Target sequence (Q07820 whole entry, looked up): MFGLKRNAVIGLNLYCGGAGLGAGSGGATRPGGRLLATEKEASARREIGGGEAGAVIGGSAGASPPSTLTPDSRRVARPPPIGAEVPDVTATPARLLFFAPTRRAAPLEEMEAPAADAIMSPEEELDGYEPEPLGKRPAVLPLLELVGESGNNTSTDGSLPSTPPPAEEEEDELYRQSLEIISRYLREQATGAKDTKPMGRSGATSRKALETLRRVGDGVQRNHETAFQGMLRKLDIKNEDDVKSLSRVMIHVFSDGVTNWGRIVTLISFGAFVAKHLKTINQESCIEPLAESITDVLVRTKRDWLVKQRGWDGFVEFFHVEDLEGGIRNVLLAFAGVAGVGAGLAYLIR
Avidin fluor – compound fluoresces at 488/530 nm on avidin beads | compound fluorescence 488/530 nm, flow cytometry; hits give high values | fluorescence (KMESF) at 10 µM | 0.38% of 220,000 active; in the data active means fluorescence above about 47; further: inactives centre near 10
Mcl1-Noxa inh – Mcl-1/Noxa interaction inhibition | Q07820 | TR-FRET Mcl-1/Noxa peptide binding, 2 h | inhibition, % at 21.7 µM | 1.5% of 220,000 active | AID 1022;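 active means compounds that cut the protein-peptide binding signal by more than 50% relative to plate controls in a single-dose test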;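 further: His-tagged Mcl-1 with rhodamine Noxa BH3 peptide and terbium anti-His antibody; 0% = Mcl-1 plus Noxa peptide wells and 100% = peptide-only wells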
Pf gametocyte – kills late stage P. falciparum gametocytes; P. falciparum stage V gametocytes, ATP luminescence, 24 h; inhibition, % at 10.9 µM; 0.065% of 150,000 active; AID 743093;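 active means inhibition above the mean plus 3 SD of compounds within the control limits, set per campaign, cut at about 38% in these data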;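 further: 0% = DMSO wells and 100% = medium only without gametocytes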
* = called active by the depositor.

SMILES | Mcl1-Bid inh | Avidin fluor | Mcl1-Noxa inh | Pf gametocyte
Cc1cc(C)cc(OCC(=O)O/N=C(\N)Cc2ccc([N+](=O)[O-])cc2)c1 | -21.1 | 7 | 16.9 | 8.8
CC(C)Cn1nc(NC(=O)c2cccs2)c2cc3ccccc3nc21 | -2.1 | 3 | 14.5 | -20.3
O=C(Nc1nccs1)c1cc(Cl)nc2ccccc12 | -11.4 | 4 | -15.5 | 0.2
COc1ccc(C(O)P(=O)(OCCC(C)C)c2ccc(N(C)C)cc2)cc1OC (stereo not drawn) | -77.6 | 7 | 15.5 | 10.4
Cn1cnc(S(=O)(=O)Nc2ccc(OC(F)F)cc2)c1 | 7.5 | 9 | -6.7 | 10.9
CSc1nnc(SCC#N)s1 | 10.6 | 10 | 17.9 | -16.6
O=C(O)CC(SCC(=O)NC1CCCc2ccccc21)C(=O)O (stereo not drawn) | -11.9 | 7 | 16.9 | -14.7
COc1ccccc1CNC(=O)c1cc(C)nn1-c1ccccc1 | -18.4 | 6 | 2.6 | 23.9
Cc1cccc(C(=O)Nc2sc3c(c2C(=O)O)CCC3)c1 | -103.7 | 4 | 16.1 | -15.1
Cc1cc2c3c(c1)C(C)CC(C)(C)N3C(=O)C2=C(C#N)C#N (stereo not drawn) | -45.7 | 3 | -9.5 | -7.4
COC(=O)c1sccc1NC(=O)CC1C(=O)NCCN1C(=O)c1ccc(N(C)C)cc1 (stereo not drawn) | -16.9 | 8 | 7.4 | -19.2
COC(=O)c1scc(C)c1NC(=O)CC1NCCNC1=O (stereo not drawn) | -53.5 | 8 | -12.4 | 17.7
O=C(Nc1ccccc1N1CCN(C(=O)c2ccccc2)CC1)c1ccccc1Cl | -15.3 | 8 | 3.8 | -3.5
Nc1c(C(=O)N/N=C/c2ccc(F)cc2)oc2nc(-c3ccccc3)cc(-c3ccco3)c12 | -24.9 | 7 | -3.0 | 17.9
O=C(Nc1ccc(CN2CCCCC2)cc1)c1sc2ccccc2c1Cl | -16.8 | 8 | -6.6 | -5.9
Cc1onc(-c2c(F)cccc2Cl)c1C(=O)NCCN1CCNC1=O | -5.5 | 3 | 11.6 | -1.5
CCCOCCc1nnc(N)s1 | -20.4 | 8 | 5.8 | 10.3
COC(=O)c1sc(N2C(=O)c3oc4ccccc4c(=O)c3C2c2cccc(O)c2)nc1C (stereo not drawn) | 58.1* | 6 | 18.0 | 4.8
Cc1cc(-n2cc(Br)c(=O)[nH]c2=O)nc(-c2ccccc2)n1 | -28.2 | 9 | -3.7 | 26.6
O=C(/C=C/c1ccc2c(c1)OCO2)c1ccccn1 | -0.6 | 17 | 9.8 | -1.5

Molecules above that contain a cyano group, in the order listed:
SMILES | Mcl1-Bid inh | Avidin fluor | Mcl1-Noxa inh | Pf gametocyte
CSc1nnc(SCC#N)s1 | 10.6 | 10 | 17.9 | -16.6
Cc1cc2c3c(c1)C(C)CC(C)(C)N3C(=O)C2=C(C#N)C#N (stereo not drawn) | -45.7 | 3 | -9.5 | -7.4

Later entries
SMILES | Mcl1-Bid inh | Avidin fluor | Mcl1-Noxa inh | Pf gametocyte
COc1ccc(/C=C/C(=O)Nc2ccccc2Cl)cc1S(=O)(=O)N1CCOCC1 | -25.2 | 8 | 5.5 | 0.1
COc1ccc2oc(=O)c(C(=O)Nc3ccccc3O)cc2c1 | -9.2 | 7 | 26.5 | 4.7
COc1ccc(-c2c3c(=O)n(C)c(=O)n(C)c3cn2-c2ccc(O)cc2)cc1 | -36.8 | 5 | 3.0 | -2.3
O=C(Cc1ccc(Cl)cc1)NNC(=S)NC(=O)c1cccs1 | -319.5 | 7 | -98.0 | -22.5
Cc1ccc(S(=O)(=O)Nc2nc3ccccc3nc2NCC2CCCO2)cc1 (stereo not drawn) | 15.3 | 10 | -26.4 | 3.7
Cc1ccc(S(=O)(=O)Nn2cnnc2)cc1 | 0.3 | 9 | 12.4 | 4.3
Cc1nn2c(NCCOCCO)c3c(nc2c1-c1ccccc1)CCC3 | -4.8 | 8 | 8.1 | 11.0
C=CCn1cnc2c(nnn2Cc2ccc(F)cc2)c1=O | -9.1 | 7 | -2.9 | -9.3
O=C(Nc1ccc(-c2nc3cccnc3s2)cc1)c1ccc(Cl)nc1 | 8.3 | 8 | 17.3 | -4.3
Brc1ccc(-c2n(-c3ccccn3)c3ccccc3[n+]2-c2ccccn2)cc1 | -18.3 | 10 | 24.1 | 5.2
CC(=O)c1nnn(-c2ccc(F)cc2F)c1C | 10.9 | 23 | 0.6 | 20.2
CC(C)(C)OC(=O)N1CCC[C@H]1c1nnc(SCC(=O)Nc2cccc(Cl)c2)o1 | -2.7 | 6 | 3.5 | 13.4
NC(=O)C1CCN(C(=O)/C=C/c2ccccc2[N+](=O)[O-])CC1 | -6.1 | 6 | -6.7 | -18.1
Cc1ccc(C(=O)NNC(=O)Cn2nnc3ccccc32)cc1 | -30.0 | 8 | 22.2 | 3.5
NCCc1nnc(SCc2ccccc2Cl)o1 | -26.1 | 5 | 19.6 | 1.8
O=C(CCS(=O)(=O)c1ccccc1Cl)Nc1ccc(S(=O)(=O)Nc2ncccn2)cc1 | -9.3 | 7 | 13.1 | 1.1
CNC(=S)N/N=C/c1c(C)cccc1Cl | -25.4 | 3 | 5.8 | -18.2
CSCC[C@H](NC(=O)OC(C)(C)C)C(=O)N/N=C/c1cccc2cccnc12 | -49.8 | 8 | -37.0 | 17.1
CC(C)(C)c1cccc(C2(O)C(=O)c3ccccc3C2=O)c1O | -17.8 | 6 | 5.4 | 0.5
CSCC(=O)Nc1ccc(F)c(Cl)c1 | -5.4 | 6 | 6.0 | 1.1
Cc1cc(C)n2nc(C(=O)NNC(=O)c3ccc(Cl)cc3)nc2n1 | -62.1 | 6 | -21.3 | -8.0
O=C(NNc1ccccc1F)c1ccccc1 | -6.9 | 6 | 4.1 | -13.8
COc1cc(NC(=O)C(Cc2ccccc2)n2cccc2)cc(OC)c1 (stereo not drawn) | -66.8 | 6 | -2.6 | -2.3
CCOC(=O)/C(C#N)=C/C1=C(N2CCOCC2)CC(C)(C)OC1 | -53.9 | 8 | 4.7 | -21.6
CCC1=C(OC(=O)N(CC)CC)N2C(=O)OC(=NCCc3c[nH]c4ccccc34)[C@]2(Cc2ccccc2)[C@H]2C1=CC[C@H]1C(=O)N(C)C(=O)[C@H]12 | -67.8 | 8 | -9.8 | 1.3
COC(=O)c1cc(-c2ccc(S(=O)(=O)N3CCCC(C)C3)cc2)c(C(F)(F)F)s1 (stereo not drawn) | -14.0 | 7 | 18.8 | -9.6
CC(C)Cc1cc(C(=O)Nc2cccc(O)c2)no1 | -33.9 | 5 | -16.1 | -11.1
O=C(O)c1ccc(N=Nc2c(O)[nH]c3cc(Cl)ccc23)cc1 | -57.6 | 8 | 61.9* | -1.8
COc1cc(OC)c(OC)cc1/C=N/NC(=O)CCc1c(C)n[nH]c1C | -14.7 | 7 | -0.4 | 0.6
FC(F)(F)c1ccc(Cl)c(NC(=S)N/N=C/c2ccccc2Cl)c1 | -3.7 | 4 | 15.3 | 22.5
O=C(Cn1ncc2c1-c1ccccc1OC2)N1CCN(Cc2ccccc2)CC1 | -22.3 | 5 | 13.0 | 1.3
COc1cc2c(cc1OC)C(c1ccccc1N)=NCC2 | -11.4 | 3 | 4.5 | 8.3
Cc1cc(-c2ccccc2)nc2oc(C(=O)NN)c(N)c12 | -39.0 | 8 | 25.6 | 6.1
O=S(=O)(N/N=C/c1cccnc1)c1ccc(Cl)c(Cl)c1 | 3.4 | 8 | 21.4 | -6.4
O=C(O)c1cccc2c1C(=O)c1ccccc1-2 | -0.2 | 5 | 12.5 | -10.6
CCCCN(Cc1cc2cc(C)ccc2[nH]c1=O)C(=O)c1ccccn1 | 0.7 | 4 | 1.2 | -8.2
O=C(Nc1nc(=O)n(C(=O)c2cccc(C(F)(F)F)c2)s1)c1ccccc1 | -40.2 | 8 | 11.1 | -4.8
CN1Cc2c(N3CCOCC3)nc(SCCC#N)c(C#N)c2CC1(C)C | -21.0 | 9 | 2.7 | 19.3
CC(C)N1CCC(N2CCN(Cc3ccc(Oc4ncccn4)cc3)CC2CCO)CC1 (stereo not drawn) | -14.3 | 11 | 3.1 | -1.2
Nc1sc(-c2ccccc2)cc1C(=O)N/N=C/c1ccc(Cl)cc1 | -28.9 | 7 | 14.2 | -6.3
CC/C=C/C(=O)N1CC2(CC(c3cccc(NC(=O)COc4ccc(Cl)cc4)c3)=NO2)C[C@H]1C(N)=O (stereo partly drawn) | -38.5 | 7 | -6.7 | -21.7
CC1(OC(=O)CCc2ccccc2)C(=O)C=C2C=C(c3ccc(C#N)cc3)N(Cc3ccccc3)C=C2C1=O (stereo not drawn) | -45.1 | 10 | 23.2 | 11.5
Cc1nn(-c2ccccc2)cc1/C=N/NC(=O)c1cccs1 | 13.1 | 9 | 17.7 | 16.6
CN(C)N=Nc1nc2c([nH]1)c(=O)n(C)c(=O)n2C | -49.6 | 5 | 0.5 | 8.1
O=C1OCCN/C1=C\C(=O)c1ccccc1 | -32.8 | 8 | 1.4 | 17.1
COc1ccc(N2CCN(S(=O)(=O)c3cn(C)c(=O)n(C)c3=O)CC2)cc1 | -43.5 | 7 | -2.7 | 5.4
O=C(CSC1=NNC(c2ccccn2)S1)Nc1ccccc1 (stereo not drawn) | -149.4 | 6 | -144.4 | -2.2
OC(C#CCN1CCCCCC1)(c1ccccc1)c1cccnc1 (stereo not drawn) | -16.7 | 8 | -3.5 | 5.9
COC(=O)c1ccc(CSc2nnc3c(n2)[nH]c2ccccc23)cc1 | -9.0 | 2 | -19.1 | -2.1
COC(=O)C1=C(C)Nc2[nH]c(=S)[nH]c(=O)c2C1c1ccc(O)cc1 (stereo not drawn) | -22.7 | 9 | 31.5 | -12.2

Continued; it opens with the seven that closed the last part.
SMILES | Mcl1-Bid inh | Avidin fluor | Mcl1-Noxa inh | Pf gametocyte
CN(C)N=Nc1nc2c([nH]1)c(=O)n(C)c(=O)n2C | -49.6 | 5 | 0.5 | 8.1
O=C1OCCN/C1=C\C(=O)c1ccccc1 | -32.8 | 8 | 1.4 | 17.1
COc1ccc(N2CCN(S(=O)(=O)c3cn(C)c(=O)n(C)c3=O)CC2)cc1 | -43.5 | 7 | -2.7 | 5.4
O=C(CSC1=NNC(c2ccccn2)S1)Nc1ccccc1 (stereo not drawn) | -149.4 | 6 | -144.4 | -2.2
OC(C#CCN1CCCCCC1)(c1ccccc1)c1cccnc1 (stereo not drawn) | -16.7 | 8 | -3.5 | 5.9
COC(=O)c1ccc(CSc2nnc3c(n2)[nH]c2ccccc23)cc1 | -9.0 | 2 | -19.1 | -2.1
COC(=O)C1=C(C)Nc2[nH]c(=S)[nH]c(=O)c2C1c1ccc(O)cc1 (stereo not drawn) | -22.7 | 9 | 31.5 | -12.2
NC(=O)N/N=C/CCc1ccccc1 | -2.0 | 7 | 11.7 | 20.9
Cc1ccc(C(=O)N[C@H](C(=O)OCc2nnc(-c3ccccc3)o2)C(C)C)cc1 | -10.8 | 5 | -14.6 | 9.6
Cc1cccc(C)c1NC(=S)NC(C)(C)CO | -54.3 | 7 | 14.5 | -20.4
O=C(NC1CCCCC1)Oc1ccccc1 | -9.0 | 6 | 14.8 | -14.7
Cc1cc(OCC(=O)N(C)c2ccccc2)cc2c1C(=O)CC(C)(C)O2 | -13.4 | 5 | 5.5 | 8.4
O=C(Cc1ccccc1F)NCC1(N2CCOCC2)CCCCC1 | -10.6 | 3 | 59.8* | 3.5
CC1=CC(C)(C)N2C(=O)C3(NCCc4c3[nH]c3ccccc43)c3cc(C)cc1c32 (stereo not drawn) | -20.6 | 17 | 18.1 | -4.8
CNS(=O)(=O)c1cccc(C(=O)OCC(=O)c2c(N)n(C)c(=O)n(C)c2=O)c1 | -24.5 | 7 | 8.8 | -10.6
C=CCn1c(=O)[nH]c2nc3cc(N=CN(C)C)c(C)cc3nc2c1=O | -13.2 | 6 | -173.8 | -1.3
COCCN(Cc1ccco1)C(=O)Cn1ncc2c(=O)oc3ccccc3c21 | -50.3 | 8 | -1.4 | -22.0
COc1ccc(CCN2C(=NC(=O)C(C)C)SC3CS(=O)(=O)CC32)cc1 (stereo not drawn) | -13.7 | 8 | -34.8 | -4.6
COc1ccccc1-c1c(-c2ccc(O)cc2O)n[nH]c1C(F)(F)F | -3.6 | 9 | 14.9 | -7.2
COc1cc(/C=N/NC(=O)c2cncc(Br)c2)cc([N+](=O)[O-])c1O | -78.9 | 5 | -36.0 | -7.7
Clc1ccc(-c2nc3ccccc3[nH]2)cn1 | 5.8 | 6 | 0.6 | 14.0
Cc1ccc(NC(=O)CN2C(=O)CNC2=O)cc1 | -29.8 | 8 | -13.7 | 2.1
COc1ccc(N(CC(=O)Nc2cccc(C)c2C)S(=O)(=O)c2c(C)[nH]c(=O)[nH]c2=O)cc1 | 12.4 | 8 | -6.5 | -17.1
COC(=O)C1(C(C[N+](=O)[O-])c2ccc(C)cc2)C(=O)NCC1c1ccco1 (stereo not drawn) | -46.1 | 5 | -5.2 | -25.3
COc1ccc(N=C(c2ccccc2)c2c(C)[nH]n(-c3ccccc3)c2=O)c(OC)c1 | -26.4 | 8 | 0.5 | 6.2
Cc1[nH]c2ccccc2c1/C=N/NC(=O)c1cc(C(C)(C)C)[nH]n1 | -52.3 | 5 | 6.5 | 2.4

An excerpt (hit frequency here may not be typical).
